Screens from PubChem.
EBI2 block = antagonists of human EBI2 receptor; P32249; EBI2 beta-arrestin recruitment, luminescence, 7a,25-OHC stimulated; inhibition, % at 5 µM; 0.81% of 360,000 active; AID 651636; in the data active = inhibition above about 38%;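 note: enzyme fragment complementation signal reports receptor beta-arrestin coupling in cells; 0% = agonist plus DMSO wells and 100% = wells without agonist; some results beyond the cut were filed as inactive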
Target sequence (P32249 whole entry, looked up, the tested form may be a part): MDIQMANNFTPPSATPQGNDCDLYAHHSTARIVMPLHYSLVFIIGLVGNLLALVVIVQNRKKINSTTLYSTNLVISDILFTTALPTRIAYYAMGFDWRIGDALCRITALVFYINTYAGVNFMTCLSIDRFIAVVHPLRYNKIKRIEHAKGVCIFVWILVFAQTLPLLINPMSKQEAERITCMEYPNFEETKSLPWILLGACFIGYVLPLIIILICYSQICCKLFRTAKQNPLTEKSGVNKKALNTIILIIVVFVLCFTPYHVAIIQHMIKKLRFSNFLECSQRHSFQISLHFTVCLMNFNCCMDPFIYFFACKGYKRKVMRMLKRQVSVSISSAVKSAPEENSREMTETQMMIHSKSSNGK
CXCR6 inh = inhibitors of human CXCR6 receptor. O00574. CHO-K1 PathHunter CXCR6 beta-arrestin, luminescence. inhibition, % at 20 µM. 0.36% of 360,000 active; in the data active = inhibition above about 34%, passing the limit was not always enough;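 note: antagonist mode with CXCL16 agonist at 10 nM final; 0% = 10 nM CXCL16 with DMSO and 100% = unstimulated wells without agonist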
Target sequence (O00574 whole entry, looked up): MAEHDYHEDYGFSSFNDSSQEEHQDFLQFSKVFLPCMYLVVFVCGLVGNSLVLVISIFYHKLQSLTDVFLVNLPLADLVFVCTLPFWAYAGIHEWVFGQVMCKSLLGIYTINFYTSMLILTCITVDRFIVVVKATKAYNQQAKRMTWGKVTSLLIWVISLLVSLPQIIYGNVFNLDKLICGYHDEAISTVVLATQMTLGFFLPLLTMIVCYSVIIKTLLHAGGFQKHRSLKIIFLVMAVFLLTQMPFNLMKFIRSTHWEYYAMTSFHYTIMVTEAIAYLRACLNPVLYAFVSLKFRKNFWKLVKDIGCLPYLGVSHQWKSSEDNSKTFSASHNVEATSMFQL
Active calls of the source: *.

nr	compound	EBI2 block	CXCR6 inh
1	COC(=O)[C@]12CCCCC=C1N(CCC1=CCCCC1)C(=O)[C@H](CC(=O)NCc1cccs1)C2	7	12
2	O=C(NCc1ccncc1)C1Cc2c(-c3ccc(Cl)cc3)ccnc2O1 (stereo not given)	-5	-7
3	NC(=O)/C(=C\c1ccco1)NC(=O)c1ccco1	-3	0
4	Cc1cc(C(=O)N2CCC2(C)C(=O)NS(=O)(=O)c2ccccc2Cl)nn1C (stereo not given)	7	0
5	Cc1cc(=O)oc2c(N)nccc12	0	16
6	O=C(COC(=O)c1cccc(F)c1)Nc1cccc(S(=O)(=O)N2CCOCC2)c1	-4	2
7	O=C1NC[C@@H](CCCCN2CCN(CCC3CCCCC3)C(=O)C2=O)N(Cc2ccccc2)C1=O	0	-3
8	COc1cc(-c2coc3c(C(=O)NCc4ccc(OC)c(OC)c4)cccc23)ccc1O	-9	-8
9	Cc1ccc2nc(-c3ccco3)c(Cc3ccccc3)n2c1	7	8
10	Cc1c(C(=O)Nc2nccs2)oc2ccccc12	6	-8
11	COC(=O)[C@]12CCCCC=C1N(Cc1ccccc1)C(=O)[C@H](CC(=O)NCc1cccs1)C2	5	-1
12	C[C@@H]1CN([C@H](C)CO)S(=O)(=O)c2ccc(Br)cc2O[C@@H]1CN(C)Cc1ccc(C(=O)O)cc1	-6	0
13	COc1ccc([C@H]2C[C@H](n3cc(COC(=O)c4ccccc4)nn3)[C@@H](O)CN2C(=O)C2CCCCC2)cc1	1	4
14	C[C@H]1CN([C@@H](C)CO)C(=O)CCCn2nncc2CO[C@H]1CN(C)S(=O)(=O)c1ccc2ccccc2c1	-6	17
15	CS(=O)(=O)Nc1cccc(NC(=O)c2ccc(-c3ccc(F)c(F)c3)c3ccoc23)c1	25	-8
16	CC(C)NC(=O)N1Cc2cc(C(=O)NC3CCCC3)nc(-c3cccc(-c4cccnc4)c3)c2[C@H]1CCO	3	6
17	Cc1ccc(C(=O)C=Cc2ccc3c(c2)OCO3)c(C)c1	8	1
18	CCC(=O)N(c1nnc(SCC(=O)Nc2sccc2C(N)=O)s1)C1CC1	-6	-8
19	COc1ccc(/C=C2\SC(=Nc3ccccc3Cl)NC2=O)c(OC)c1	12	2
20	CC1CCN(S(=O)(=O)N2CCC(C(=O)NC(C)c3ccccc3)CC2)CC1 (stereo not given)	3	-8
21	CCOC(=O)C1(C)CCN1C(=O)c1ccc(C)cc1 (stereo not given)	-8	-3
22	O=c1cc(CN2CCOCC2)c2ccccc2o1	-4	4
23	COc1ccc(C(=O)OCC(=O)Nc2cc(C)on2)cc1F	7	3
24	CCc1nc2nc(C)cc(C)n2c1Nc1ccc(OC)cc1	2	2
25	Fc1ccc(-c2nc3ccc(Br)cn3c2Cc2cccc(F)c2)cc1	-3	2
26	O=C(/C=C/[C@H]1O[C@@H](n2cnc3c(NC(=O)c4ccccc4)ncnc32)[C@H](O)[C@@H]1O)NCCc1ccc(F)cc1	-1	11
27	COCCNC(=O)C1(C)CCCN(Cc2ccccc2N(C)C)C1 (stereo not given)	-12	4
28	c1ccc(CNc2nc(NCCOc3ccccc3)c3sccc3n2)cc1	1	-5
29	CC(C)C(=O)N1CCC1(C)C(=O)NS(=O)(=O)c1cccs1 (stereo not given)	-1	-2
30	O=S1(=O)CC(N2CCN(CCO)CC2)CN1Cc1ccccc1 (stereo not given)	-1	-2
31	COc1cc(Cl)c(C)cc1NC(=O)CN1CCN(C(=O)c2cccs2)CC1	4	2
32	COc1ccc(Cl)c(-c2cc(C(=O)Nc3ccccc3)[nH]n2)c1	11	-6
33	O=C(O)c1cccc(-c2csc(C(O)c3ccc(F)c(F)c3)n2)c1 (stereo not given)	-6	12
34	CC1(C(=O)Nc2cccc(C(F)(F)F)c2)Cc2c(-c3ccccc3)ccnc2O1 (stereo not given)	-6	-1
35	Cc1cc(-c2nnn(CCCOC(C)(C)C)c2C)ccc1-c1cn(CCCOC(C)(C)C)nn1	-7	-11
36	CCCCNS(=O)(=O)c1cccc(NC(=O)[C@@H]2O[C@H](CO)[C@H](O)[C@H](O)[C@H]2O)c1	-5	3
37	CCCCC[C@H](C)N1C[C@H](COCc2ccccc2)Oc2cc(N3CCC[C@H]3C(N)=O)ccc2S1(=O)=O	3	14
38	COc1c(C)cc(C(O)c2ncc(-c3ccccc3F)[nH]2)cc1C (stereo not given)	-8	3
39	O=c1n(Cc2ccccc2)c(O)c2n1Cc1ccccc1N=C2c1ccccc1	-3	1
40	Cc1ccc(F)c(S(=O)(=O)NC(=O)C2(C)CCN2C(=O)Cc2ccc(Cl)cc2Cl)c1 (stereo not given)	-1	-12
41	CCCCC(=O)N(C)c1c(C)nc2ccc(C(=O)N3CCNC(=O)C3)cn12	-3	0
42	CC(C)(C)c1ccc(C(=O)N2CCC2(C)C(=O)Nc2cccc(C#N)c2)cc1 (stereo not given)	7	-6
43	CCCCC[C@@H](C)N1C[C@@H](COCc2ccccc2)Oc2cc(N3CCC[C@@H]3CO)ccc2S1(=O)=O	35	6
44	CCOC(=O)C1=CCC2C(=O)N(C3CCCCC3)C(=O)C12 (stereo not given)	-8	-2
45	COc1cccc(C(NC(C)=O)c2nc(-c3cccc(O)c3)cs2)c1 (stereo not given)	5	-2
46	Clc1ccc(-c2cn(-c3nc4ccccc4s3)nn2)cc1	6	0
47	CCCNC(=O)C1(C)CCN(Cc2ccc(OCc3ccccc3)cc2)C1 (stereo not given)	-4	1
48	Cc1c(C(=O)NCc2cccc([N+](=O)[O-])c2)sc(=O)n1Cc1ccccc1F	-1	3
49	C[C@@H]1CN([C@H](C)CO)C(=O)CCCn2cc(nn2)CO[C@H]1CN(C)S(=O)(=O)c1ccc(Oc2ccccc2)cc1	-4	2
50	COc1cc2nc3n(c(=O)c2cc1OC)-c1ncccc1C(=O)NC3Cc1ccccc1 (stereo not given)	-1	-2

The listing continues:
nr	compound	EBI2 block	CXCR6 inh
51	CCCNC(=O)C1(C)CCCN(C(=O)c2ccc(F)c(Cl)c2)C1 (stereo not given)	-5	5
52	O=CNc1cc(-c2cccc(F)c2)cn2c(-c3ccc(F)cc3)cnc12	7	13
53	CCCCc1ccc(-c2nn[nH]n2)nc1	-20	3
54	CC(C)C(N)c1csc(NC(=O)Nc2ccc(OC(F)(F)F)cc2)n1 (stereo not given)	-5	-8
55	COc1ccc(NC(=O)Cn2nnc(-c3ccccc3)c2COc2ccc3ccccc3c2)cn1	7	-14
56	COc1ccc(NC(=O)C[C@H]2C(=O)N(Cc3ccccc3)C[C@@H]2C)cc1	-3	-4
57	O=C(NC(Cc1c[nH]c2ccccc12)C(=O)O)OCC1c2ccccc2-c2ccccc21 (stereo not given)	-2	-1
58	O=C(Nc1nnc([C@H]2C[C@H](O)[C@@H](CO)O2)s1)NC1CCCCC1	2	4
59	O=C(Nc1ccc2c(c1)OCCO2)C(c1ccnc2ccccc12)N1CCC(Cc2ccccc2)CC1 (stereo not given)	17	14
60	C(=Cc1cnc2ccccc2n1)c1ccc2c(c1)OCO2	0	2
61	CCCCn1c(N)c(N(CCC(C)C)C(=O)CSc2nc3ccccc3s2)c(=O)[nH]c1=O	-4	2
62	C=CCN1[C@H](COCc2ccccc2)C=CS1(=O)=O	-9	-2
63	CC1(C(=O)Nc2ccc3c(c2)OCO3)CCN1C(=O)Cc1cc(F)ccc1F (stereo not given)	-2	1
64	O=C(CCC1CCN(C(=O)CC2=CCCCC2)CC1)NCc1ccc(F)cc1	6	9
65	Cc1ccc(CC#N)c(-c2c(CC#N)ccc(C)c2C)c1C	9	5
66	COc1ccc(C(=O)N2CCCCC2c2cc(C(=O)NCc3cccnc3)no2)cc1 (stereo not given)	-3	1
67	C=CCC[C@H](CCCCC)OC(=O)/C=C/[C@H](O)[C@@H](O)C[C@@H](O)CC=C	-2	0
68	CCCCNc1nccnc1-c1cccc(C=O)c1	-2	2
69	CC(C)C[C@H]1CN(CCCC[C@H]2CNC(=O)C(=O)N2CCc2ccc(O)cc2)C(=O)C(=O)N1CCC1CCCCC1	-3	4
70	CCCCNC(=O)C1(C)CCC(=O)N1CCc1c[nH]c2ccccc12 (stereo not given)	-2	7
71	COc1ccc(Cc2c(-c3cccc(Br)c3)nc3c(C)cc(Br)cn23)c(C)c1	-7	2
72	CCN(CC(=O)Nc1c(F)cccc1F)C(=O)CSCc1ccc(C)cc1	-6	-4
73	O=C(NC(c1ccc(Cl)cc1)c1cnccn1)C1CCN(Cc2cccc(C(F)(F)F)c2)CC1 (stereo not given)	-1	-2
74	NC(c1csc(NC(=O)Nc2ccccc2Cl)n1)C1CCCCC1 (stereo not given)	-12	-11
75	CCCOc1ccc(F)cc1-c1cc(C(=O)NCc2cc(C(F)(F)F)cc(C(F)(F)F)c2)[nH]n1	5	-12
76	CCC(=O)N(C)C[C@@H]1Oc2ncc(Br)cc2C(=O)N([C@@H](C)CO)C[C@H]1C	-6	-1
77	OCCc1ccc(NCCc2ccco2)cc1	-12	-9
78	O=C1NC[C@H](CCCCN2C[C@H](Cc3ccc(O)cc3)N(CC3CCCCC3)C(=O)C2=O)N(CCc2ccc(O)cc2)C1=O	-4	3
79	Cc1ccc2c(c1)CCO[C@@]21O[C@H](CCO)C[C@H](O)[C@H]1O	2	2
80	COC(=O)C1=C/C=C\CN(C(c2ccccc2)c2ccccc2)/C=C\1C(=O)OC	8	10
81	Cc1ccc(CN2C(=O)C(C)Oc3ccc(C)cc32)cc1 (stereo not given)	-2	1
82	CC1=C(C(=O)N2CCCCCC2)CC(CC(=O)NCCCN(C)C)C(=O)N1CCCN1CCCC1=O (stereo not given)	-2	2
83	Cn1ccc2c(-c3ccc4c(c3)OCCO4)cc3c(c21)C1CCC3O1 (stereo not given)	2	-9
84	Cc1cccc(NC(=O)COc2cccc3c2CCNC3=O)c1	15	0
85	Cc1ccc2c(c1)nc1c3ccccc3nc(-c3ccccc3N)n21	13	2
86	C[C@@H]1CN([C@H](C)CO)C(=O)CCCn2nncc2CO[C@H]1CN(C)S(=O)(=O)c1ccc2c(c1)OCCCO2	-11	6
87	O=C(Nc1ccccc1)c1cc(C2CCCN(C(=O)OCc3ccccc3)C2)on1 (stereo not given)	14	0
88	COCCn1cnc2c1c(=O)n(CC(=O)NC1CCCCC1)c(=O)n2Cc1ccccc1	-21	-11
89	CC[C@@H](C)[C@@H](CO)NC(=O)[C@H]1O[C@@H](n2cnc3c(N)ncnc32)[C@H](O)[C@@H]1O	3	4
90	N#CCCC(C#N)(c1cccnc1)N1CCOCC1 (stereo not given)	-9	4
91	O=C(c1ccncc1)N1CCN(c2cc(-c3ccccc3)nc3cc(-c4cccc(Cl)c4)nn23)CC1	36	-3
92	CC1(C(=O)NCc2ccc(C(F)(F)F)cc2)CCN1Cc1ccc(-c2ccccc2)o1 (stereo not given)	7	14
93	Cc1sc(N=Nc2ccc(N(C)C)cc2)[n+]([O-])c1C	-10	11
94	COc1ccc(C(=O)NCC2CCCN2S(=O)(=O)c2ccccc2)cc1OC (stereo not given)	-3	6
95	O=C(C1=NOC2(C1)C(=O)Nc1ccccc12)N1CCCCC1 (stereo not given)	-4	2
96	CCO/C(C)=N/Oc1cncnc1	-8	4
97	CC(=O)Nc1cc(-c2cccc(C)c2)cn2c(-c3ccc(S(C)(=O)=O)cc3)cnc12	41	6
98	CC(=O)C1=CCC(c2ccc(Cl)cc2)N(S(=O)(=O)c2ccccc2)C1 (stereo not given)	2	-4
99	COc1ccc(-c2ccc(C(=O)NCc3ccc(C(F)(F)F)cc3)c3occc23)c(C)c1	26	4
100	COc1ccc(OC)c(NC(=O)C2(C)CCN2C(=O)CC2CC2)c1 (stereo not given)	-4	-7

Some of the entries above in another layout:
(86) C[C@@H]1CN([C@H](C)CO)C(=O)CCCn2nncc2CO[C@H]1CN(C)S(=O)(=O)c1ccc2c(c1)OCCCO2
(87) O=C(Nc1ccccc1)c1cc(C2CCCN(C(=O)OCc3ccccc3)C2)on1 (stereo not given)
(88) COCCn1cnc2c1c(=O)n(CC(=O)NC1CCCCC1)c(=O)n2Cc1ccccc1
(89) CC[C@@H](C)[C@@H](CO)NC(=O)[C@H]1O[C@@H](n2cnc3c(N)ncnc32)[C@H](O)[C@@H]1O
(90) N#CCCC(C#N)(c1cccnc1)N1CCOCC1 (stereo not given)
(91) O=C(c1ccncc1)N1CCN(c2cc(-c3ccccc3)nc3cc(-c4cccc(Cl)c4)nn23)CC1
(92) CC1(C(=O)NCc2ccc(C(F)(F)F)cc2)CCN1Cc1ccc(-c2ccccc2)o1 (stereo not given)
(93) Cc1sc(N=Nc2ccc(N(C)C)cc2)[n+]([O-])c1C

assay / entry	86	87	88	89	90	91	92	93
EBI2 block	-11	14	-21	3	-9	36	7	-10
CXCR6 inh	6	0	-11	4	4	-3	14	11

(94) COc1ccc(C(=O)NCC2CCCN2S(=O)(=O)c2ccccc2)cc1OC (stereo not given)
(95) O=C(C1=NOC2(C1)C(=O)Nc1ccccc12)N1CCCCC1 (stereo not given)
(96) CCO/C(C)=N/Oc1cncnc1
(97) CC(=O)Nc1cc(-c2cccc(C)c2)cn2c(-c3ccc(S(C)(=O)=O)cc3)cnc12
(98) CC(=O)C1=CCC(c2ccc(Cl)cc2)N(S(=O)(=O)c2ccccc2)C1 (stereo not given)
(99) COc1ccc(-c2ccc(C(=O)NCc3ccc(C(F)(F)F)cc3)c3occc23)c(C)c1
(100) COc1ccc(OC)c(NC(=O)C2(C)CCN2C(=O)CC2CC2)c1 (stereo not given)

assay / entry	94	95	96	97	98	99	100
EBI2 block	-3	-4	-8	41	2	26	-4
CXCR6 inh	6	2	4	6	-4	4	-7

(listing goes on)
nr	compound	EBI2 block	CXCR6 inh
101	COc1cc(S(=O)(=O)N2CCN(C(=O)c3cccs3)CC2)ccc1NC(C)=O	0	1
102	O=C(Nc1cccc(Oc2ccccc2)c1)C1Cc2c(-c3ccccc3)ccnc2O1 (stereo not given)	-1	0
103	CC(=O)N1CCCc2cc(S(=O)(=O)N(C)CC(=O)Nc3ccccc3)ccc21	-9	-1
104	COc1cccc(-c2cc3nc(NCc4ccc5occc5c4)n(C)c(=O)c3s2)c1	10	7

A portion of the library; rates above refer to the full screens.
